Platelet DG rel – inhibitors of platelet dense granule secretion, primary screen, cell-based, MLPCN, human platelets; human platelet-rich plasma, SFLLRN dense granule ATP release, luminescence; inhibition, %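 (compounds screened at 7.5 µM in platelet-rich plasma)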; 300,000 compounds, 0.22% hits;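 active means mean replicate score, as percent of positive control, at or above 50; inconclusive means mean below 50 but at least one replicate at or above 50; inactive means mean and every replicate below 50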
HIF activator – HIF pathway transcriptional activators, primary screen, cell-based, U2OS HRE-luciferase, luminescence | U2OS HRE-luciferase reporter; normalized: DMSO 0%, desferrioxamine 100% | activation, % at 7.5 µM (by protocol) | 300,000 compounds, 0.32% hits | AID 1910, 2009;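 active means mean activation of at least 10% of the iron chelator positive control signal, with at least half of replicates also reaching 10%; inconclusive means mean and replicate majority disagree about reaching 10%; inactive means mean and most replicates under 10%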
KLF5 inh – KLF5 expression inhibitors, primary screen, DLD-1 cells, luminescence | inhibition, % at 5 µM | DLD-1 KLF5 promoter-luciferase reporter | 290,000 compounds, 0.23% hits;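 active means inhibition above a per-plate limit of that plate's mean compound inhibition plus 3 SD, cut at about 60% in these data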;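 further: 0% = DMSO wells and 100% = LY294002 at 200 µM; higher means less KLF5 promoter-driven luciferase light; inactives centre near -14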
aSyn UTR inh – MLPCN primary screen, SNCA 5' untranslated region; alpha-synuclein 5'UTR reporter, inhibitor activity; inhibition, % (tested at 7.5 µM); 300,000 compounds, 0.82% hits; AID 1813, 2009; in the data active means inhibition above about 60%; inconclusive means no clear call, values can overlap the other calls;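 further: H4 neuroglioblastoma cells stably carrying SNCA 5'UTR luciferase fusion; 0% = DMSO wells and 100% = positive control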
HSP90 inh – HSP90 inhibitors, primary screen, cell lysate, luminescence; Heat shock protein HSP 90 (rabbit reticulocyte lysate; luciferase refolding); Rabbit reticulocyte lysate, luciferase refolding luminescence, 3 h; inhibition, % at 5.6 µM; 290,000 compounds, 0.91% hits; AID 1789, 2009;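 active means inhibition above the screen-wide mean plus 3 SD, computed separately per campaign, cut at about 16% in these data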;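 further: 0% = DMSO wells and 100% = 60 µM geldanamycin wells; inhibitors lower the luminescence because luciferase stays unfolded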
HDAC3 inhib – HDAC3 deacetylase inhibitors, primary screen, biochemical, fluorescence, cell-free homogeneous. Histone deacetylase 3 (Homo sapiens), O15379. recombinant HDAC3, fluorogenic peptide/trypsin coupled. inhibition, % at 8.3 µM. 320,000 compounds, 0.15% hits. AID 2718, 2010; in the data active means inhibition above about 26%, passing the limit was not always enough; inconclusive means no clear call, values can overlap the other calls
Target sequence (O15379 whole entry, looked up): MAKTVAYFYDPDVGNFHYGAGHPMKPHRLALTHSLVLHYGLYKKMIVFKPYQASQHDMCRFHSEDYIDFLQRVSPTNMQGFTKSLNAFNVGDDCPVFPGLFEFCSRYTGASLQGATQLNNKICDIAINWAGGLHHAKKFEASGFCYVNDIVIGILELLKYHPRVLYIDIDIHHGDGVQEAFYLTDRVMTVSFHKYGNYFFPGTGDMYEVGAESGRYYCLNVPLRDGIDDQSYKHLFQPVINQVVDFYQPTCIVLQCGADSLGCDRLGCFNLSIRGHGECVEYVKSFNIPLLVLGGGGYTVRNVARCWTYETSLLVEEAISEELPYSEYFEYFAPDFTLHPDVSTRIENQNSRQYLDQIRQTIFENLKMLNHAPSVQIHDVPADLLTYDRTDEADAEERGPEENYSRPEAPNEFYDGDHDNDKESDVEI
AI-2 QS modul – Vibrio harveyi AI-2 quorum sensing modulators, primary screen, JMH597 strain, luminescence/OD600 ratio. 300,000 compounds, 0.4% hits. AID 2094, 2009. activity change, % at 7.5 µM. Vibrio harveyi JMH597 AI-2 luminescence/OD600 ratio, 9 h; hits give low values; strain lacks LuxN and CqsS sensors; 0 = neutral-control median; in the data active means activity change below about -75%, passing the limit was not always enough; inconclusive means no clear call, values can overlap the other calls;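 further: luminescence divided by OD600 gain over 9 h not by final OD600 alone; inactives centre near 13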
HSF1 activator – HSF-1 activators, primary screen, NIH3T3-HGL cells, MG132 stress, luminescence, single point; NIH3T3-HGL HSF-1 luciferase reporter, 8 h; 100% = twice DMSO control signal; activation, % at 9 µM; 300,000 compounds, 1.7% hits;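 active means mean replicate activation of at least 50% with a set share of replicates each reaching 50%; inconclusive means only one of those two conditions met; inactive means mean below 50% and too few replicates reaching it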;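 further: 0% = median of the neutral control wells and 100% = twice that signal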
IEC-6 tox – cytotoxicity in IEC-6 intestinal epithelial cells, primary screen, cytotoxicity control for KLF5 inhibitor project, cell-based, luminescence; 290,000 compounds, 0.78% hits; inhibition, % at 5 µM; AID 1825, 2009; IEC-6 cytotoxicity, luminescence viability; in the data active means inhibition above about 22%;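 further: 0% = plate median of test compound wells and 100% = cytotoxic reference compound wells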
HSF1 inhib – HSF1 inhibitors in luciferase reporter cells, primary screen, cell-based, NIH3T3, luminescence. NIH3T3-HGL HSE-luciferase, MG132-induced, luminescence 8 h; hits give low values. activity change, negative = inhibition, % at 7.5 µM (by protocol). 300,000 compounds, 0.77% hits. AID 2098, 2009;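 active means more than half of replicate wells show activity change below -50%, luminescence cut by over half; inconclusive means some wells, but at most half, below -50%; inactive means no replicate well below -50%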;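 further: luciferase reports HSF-1 transcriptional activity via heat shock element; 0% = median of DMSO wells and -100% = zero luminescence signal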
* = called active by the depositor; ? = inconclusive; · = not tested or not shown; & = joins results of further samples. No enrichment for hits; overall some 5% were active at least once.

entry	SMILES	Platelet DG rel	HIF activator	KLF5 inh	aSyn UTR inh	HSP90 inh	HDAC3 inhib	AI-2 QS modul	HSF1 activator	IEC-6 tox	HSF1 inhib
1	CCCCn1c(N)c(N(CCOC)C(=O)c2cc(S(=O)(=O)N3CCOCC3)ccc2F)c(=O)[nH]c1=O	21	-0.2	·	3	·	-1	2	-35	·	-21
2	Cc1nnc(NC(=O)c2ccc(S(=O)(=O)N(C)Cc3ccccc3)cc2)o1	1	-0.8	-19	-9	-1	-1	45	-15	1	-7
3	O=C(O)CCC(=O)N(Cc1cccs1)Cc1cccs1	0	0.1	-4	-4	-1	-3	20	-1	-2	-2
4	O=C(NCC(=O)N(Cc1cccs1)C(C(=O)NC1CCCCC1)c1ccco1)c1ccco1 (stereo not drawn)	-5	-1.3	-53	-4	-2	-4	13	-6	-6	-5
5	O=C(N/C(=C/c1ccc(Br)cc1)C(=O)N1CCOCC1)c1ccc(Br)o1	-13	-0.1	-12	2	-2	18	29	-4	0	-2
6	CCOc1ccc(NCc2cccn2-c2nnc(N3CCC(C(=O)NCCCN4C(C)CCCC4C)CC3)s2)cc1 (stereo not drawn)	16	·	-10	-19	5	-3	11	-9	-2	-7
7	COc1ccc(-n2nc(C(=O)NCC(=O)NCCc3ccc(OC)c(OC)c3)c3ccccc3c2=O)cc1	-4	-0.1	-30	5	-3	2	14	3	-2	-3
8	CC1=C(C#N)C(c2cccnc2)C2=C(N1)c1ccccc1C2=O (stereo not drawn)	-7	-1.1	-38	-9	-1	5	4	16	3	2
9	Cc1cc(C(=O)C(=O)N(C)C)c(C)n1-c1ccc([N+](=O)[O-])cc1	-12	-0.3	-17	6	-1	0	42	1	-2	-9
10	CCCN1C(=O)c2ccc(C(=O)Nc3nccs3)cc2C1=O	2	0.0	3	7	-1	-3	5	-4	0	2
11	COC(=O)c1cc(NC(=O)c2nccnc2C(=O)O)cc(C(=O)OC)c1	5	-0.1	-41	12	3	4	28	13	-1	2
12	O=C1c2ccccc2NC(c2cccs2)N1NS(=O)(=O)c1ccccc1 (stereo not drawn)	-1	0.4	-27	-17	6	-18	2	28	4	-1
13	O=C(O)c1cc(N2C(=O)C3CC=CCC3C2=O)ccc1NCc1cccnc1 (stereo not drawn)	2	0.1	-15	5	2	-3	15	-13	1	-3
14	CCOC(=O)N1c2ccccc2C=CC1OCC (stereo not drawn)	0	0.2	-28	-10	6	5	15	-11	-3	0
15	CCCCCCCCCCOC(=O)Cn1c(COc2ccc(Cl)cc2)[n+](C)c2ccccc21	-3	0.9	-21	83*	14	52*	22	-15	3	1

Brought forward from above: three entries, then new ones.
entry	SMILES	Platelet DG rel	HIF activator	KLF5 inh	aSyn UTR inh	HSP90 inh	HDAC3 inhib	AI-2 QS modul	HSF1 activator	IEC-6 tox	HSF1 inhib
13	O=C(O)c1cc(N2C(=O)C3CC=CCC3C2=O)ccc1NCc1cccnc1 (stereo not drawn)	2	0.1	-15	5	2	-3	15	-13	1	-3
14	CCOC(=O)N1c2ccccc2C=CC1OCC (stereo not drawn)	0	0.2	-28	-10	6	5	15	-11	-3	0
15	CCCCCCCCCCOC(=O)Cn1c(COc2ccc(Cl)cc2)[n+](C)c2ccccc21	-3	0.9	-21	83*	14	52*	22	-15	3	1
16	Cc1nn(-c2ccc(F)cc2)c(Cl)c1/C=N/NC(=O)c1cccc(S(=O)(=O)N2CCCC2)c1	-39	-1.9	-51	31	1	1	21	-6	-2	7
17	Cc1cccc(OCc2nnc(SCC(=O)N3CC(=O)Nc4ccccc43)o2)c1	-4	-0.5	-11	15	0	1	-93*	2	5	6
18	O=C(O)c1ccc(N/N=C2/CCCc3ccccc32)cc1	7	2.0	-42	-82	18*	2	8	6	-7	0
19	COc1ccc(Cl)cc1-n1c(=S)sc2c(=O)n(-c3ccc(F)cc3)c(SCC(=O)O)nc21	1	-0.8	-31	14	-4	4	14	13	-6	0
20	CC(=O)NS(=O)(=O)c1ccc(NC(=O)c2cc(-c3ccc(C)c(C)c3)nc3ccccc23)cc1	-9	0.2	-9	45	-4	-1	6	-3	1	-1
21	COC(=O)C1=C(C)N(Cc2ccco2)C(=O)N[C@@H]1c1ccco1	-3	-1.1	·	3	·	4	8	5	·	-5
22	CCOc1ccc(-n2c(SCc3ccc([N+](=O)[O-])cc3)nnc2-c2ccccc2)cc1	1	-0.7	-28	?	0	13	14	23	-4	18
23	CCc1ccc(Nc2ncc3c(n2)CC(C)(C)CC3=O)cc1	2	2.4	-85	-141	-4	-2	-2	43	-5	24
24	CC(=O)c1cccc(NC(=O)CSc2ccc(-c3ccco3)nn2)c1	-10	0.3	-49	-3	0	2	10	17	-8	9
25	COc1ccc(C(=O)O/N=C/c2c(C(F)(F)F)nn(C)c2SCc2ccccc2Cl)cc1	6	-0.4	-41	54	0	-2	23	8	-5	-1
26	CCn1c(-c2ccccc2Cl)nn(CC(=O)Nc2cc(Cl)ccc2Cl)c1=S	4	-0.3	17	8	-3	6	15	15	-6	-1
27	O=C(CSc1nnc(CNC(=O)c2c(F)cccc2F)o1)Nc1ccc2c(c1)OCO2	-8	-0.2	-17	-5	3	-1	0	9	-9	1
28	O=C(O)CCSCCCN1C(=O)c2cccc3cccc(c23)C1=O	-3	-0.2	-9	-5	1	11	-4	6	2	-5
29	NC1=NC(=O)/C(=C/c2ccc(OCC(=O)O)cc2)S1	-1	-0.3	-26	6	-1	8	7	-8	4	-2
30	Fc1ccc(SCCc2ccncc2)cc1	-8&-3	0.4&0.3	-26&6	-7&-19	-4&15	?	-5&-10	-3&24	0&4	1&4

Arranged by molar mass (smallest number first): some entries from above.
entry	SMILES	Platelet DG rel	HIF activator	KLF5 inh	aSyn UTR inh	HSP90 inh	HDAC3 inhib	AI-2 QS modul	HSF1 activator	IEC-6 tox	HSF1 inhib
28	O=C(O)CCSCCCN1C(=O)c2cccc3cccc(c23)C1=O	-3	-0.2	-9	-5	1	11	-4	6	2	-5
24	CC(=O)c1cccc(NC(=O)CSc2ccc(-c3ccco3)nn2)c1	-10	0.3	-49	-3	0	2	10	17	-8	9
11	COC(=O)c1cc(NC(=O)c2nccnc2C(=O)O)cc(C(=O)OC)c1	5	-0.1	-41	12	3	4	28	13	-1	2
13	O=C(O)c1cc(N2C(=O)C3CC=CCC3C2=O)ccc1NCc1cccnc1 (stereo not drawn)	2	0.1	-15	5	2	-3	15	-13	1	-3
4	O=C(NCC(=O)N(Cc1cccs1)C(C(=O)NC1CCCCC1)c1ccco1)c1ccco1 (stereo not drawn)	-5	-1.3	-53	-4	-2	-4	13	-6	-6	-5
7	COc1ccc(-n2nc(C(=O)NCC(=O)NCCc3ccc(OC)c(OC)c3)c3ccccc3c2=O)cc1	-4	-0.1	-30	5	-3	2	14	3	-2	-3

(more compounds)
entry	SMILES	Platelet DG rel	HIF activator	KLF5 inh	aSyn UTR inh	HSP90 inh	HDAC3 inhib	AI-2 QS modul	HSF1 activator	IEC-6 tox	HSF1 inhib
31	CCCCOc1ccc(-c2c(C#N)c(N)[nH]c(=S)c2C#N)cc1	9	0.2	-23	-23	2	-2	18	-20	-6	-1
32	C/C(=N\NC(=S)NCC(C)(C)C)c1cc(F)cc(F)c1O	-10	-0.2	-22	15	5	3	16	12	4	6
33	Cc1ccc(C(=O)n2ncn(C)c2=S)cc1	-6	0.1	9	28	5	·	16	1	-2	-17
34	CN(C)c1nn(C(=O)Nc2ccc(Cl)cc2Cl)cc1-c1ccccc1	-12	0.1	-26	-8	-1	-2	1	3	8	-5
35	CC1CCN(C(=O)CCc2ccc(S(=O)(=O)NC(C)(C)C)cc2)CC1	2	0.0	-25	-10	15	-2	35	-8	0	-4
36	CCOC(=O)c1sc(NC(=O)CN2CCN(c3ccc(OC)cc3)CC2)nc1C	4	0.2	-48	35	-2	-1	9	-15	0	4
37	Cc1cc(=O)[nH]c(SCc2nc3ccc([N+](=O)[O-])cc3[nH]2)n1	6	0.0	-17	1	0	?	26	8	-8	6
38	COC(c1ccccc1)c1nnc(CCC(=O)N2CCCCCCC2)o1 (stereo not drawn)	-4	0.3	-25	-6	-2	-2	0	0	-14	-2
39	CCc1ccc(NC(=S)N(CCOC)C2CCN(C(C)=O)CC2)cc1	10	-0.7	-31	-17	2	-3	20	-17	0	-14
40	CCn1cc(/C=C(\NC(=O)c2ccc(OC)cc2)C(=O)N2CCOCC2)c2ccccc21	-5	0.5	-18	28	2	6	15	18	-2	2
41	CC(=O)N1CCc2c(sc(NC(=O)CCS(=O)(=O)c3ccccc3)c2C#N)C1	6	-0.4	-7	6	0	7	11	-10	2	-5
42	CC(=O)Nc1ccc(NC(=O)CN(C)CCC#N)cc1	-2	0.0	-17	-4	-2	0	16	-11	-4	-15
43	CSc1ccccc1NC(=S)Nc1cc(C)cc(C)c1	-1	2.5	-35	-8	4	-1	1	13	2	11
44	S=C(Nc1cccc(Cl)c1)Nc1ccc2c(c1)OCCO2	-15	1.1	-80	-25	2	2	12	6	-4	-5
45	CC(=O)Nc1ccccc1NC(=O)c1ccc(C)cc1C	1	0.1	-3	-12	-2	-8	3	3	-5	-4

entry	SMILES	Platelet DG rel	HIF activator	KLF5 inh	aSyn UTR inh	HSP90 inh	HDAC3 inhib	AI-2 QS modul	HSF1 activator	IEC-6 tox	HSF1 inhib
46	O=C(O)CC(Cc1ccccc1)c1ccc2c(c1)OCO2 (stereo not drawn)	-10	0.7	-1	9	0	4	32	-6	0	-1
47	CC(=O)Nc1ccc(NC(=O)CSc2ccc(-c3cccs3)nn2)cc1	5	-0.1	0	-18	-3	1	-2	0	7	-8
48	CCn1nc(C)c(CNC(=O)c2cc(COc3cncc(Cl)c3)on2)c1C	-10	0.9	-25	-6	-8	1	10	-8	-7	-9
49	COc1ccc(CCN2C(=O)CC(NNC(=O)c3ccccc3Br)C2=O)cc1OC (stereo not drawn)	-5	-0.3	-6	-7	1	-7	23	1	-1	2
50	Cc1cc(C)c(S(=O)(=O)c2ccccc2C(C)C)c(=O)[nH]1	2	-1.9	-4	-7	1	1	13	-7	0	-8
51	O=C(COc1ccc(C(=O)c2ccccc2)cc1)NCC1CCCCC1	-3	0.1	-8	-7	-6	-4	34	-6	-3	3
52	CCOC(=O)C1CCN(C(=O)C2CCC(=O)N(CC3CCCCC3)C2)CC1 (stereo not drawn)	-5	-0.6	-19	0	-5	-2	12	3	-3	-4
53	O=C(N/C(=C/c1ccccc1Cl)C(=O)N1CCCC1)c1ccccc1	-2	-0.7	-29	-7	-1	6	11	-13	-6	-3
54	O=C(c1ccccc1Sc1c(Cl)cccc1[N+](=O)[O-])N1CCOCC1	-9	-0.1	-27	-74	-2	-7	-1	-4	-4	-14

Source: PubChem BioAssay
